# M18AAP inhibitor – blocks P. falciparum M18 aspartyl aminopeptidase. AID 1822. inhibition, % at 7.35 µM. recombinant PfM18AAP, H-Glu-NHMec fluorogenic cleavage. actives 1.2% (n = 290,000);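 active = inhibition above the campaign mean inhibition over all tested compounds plus 3 SD, cut at about 28% in these data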;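 also: 0% = plate median of test compound wells and 100% = 2 mM ZnCl2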
# IDE cell inh – cellular human IDE inhibition; inhibition, % at 5.59 µM; HEK cells, FAbetaB cleavage, fluorescence polarization; actives 0.41% (n = 320,000); P14735;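 active = percent inhibition above the average of all tested compounds plus 3 SD, set per screening campaign, cut at about 16% in these data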;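 also: IDE supplied by intact live HEK cells; FP after avidin binding of uncleaved biotin substrate so inhibition keeps polarization high; 0% = DMSO wells and 100% = 60 µM reference IDE inhibitor Ii1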
# IMP-1 inhibitor – inhibitors of Pseudomonas aeruginosa IMP-1 metallo-beta-lactamase; purified IMP-1, nitrocefin hydrolysis, epi-absorbance fluorescence; inhibition, % at 5.6 µM; actives 0.45% (n = 290,000); AID 1556;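 active = inhibition above the mean plus 3 SD of all compounds in the same screening run, cut at about 4.5% in these data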;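 also: 0% = IMP-1 with DMSO and 100% = DMSO wells lacking enzyme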
#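 System: Purified IMP-1 | Read-out basis: Percent enzyme inhibition | Controls: IMP-1 with DMSO as 0%, enzyme-free DMSO as 100% | Replicates: One well per compound | Doses: 5.6 µM nominal single concentration | Detection: Epi-absorbance fluorescence, 480 nm excitation, 530 nm emission | Incubation: 25 °C, 15 min preincubation, 25 min reaction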
# SUMO HTRF inh – inhibitors of human SUMOylation (UBC9) | inhibition, % at 35 µM | HTRF SUMOylation assay, SAE1/SAE2 + UBC9, in vitro | P63279 | actives 0.36% (n = 290,000) | AID 2006; in the data active = inhibition above about 50%, passing the limit was not always enough; also: strong numbers were not always called active
# Target sequence (P63279 whole entry, looked up): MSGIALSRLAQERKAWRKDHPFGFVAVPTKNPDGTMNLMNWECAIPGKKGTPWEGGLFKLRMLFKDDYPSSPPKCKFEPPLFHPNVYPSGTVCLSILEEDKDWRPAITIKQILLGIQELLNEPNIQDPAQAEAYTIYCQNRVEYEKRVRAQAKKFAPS
# NS3 helicase inh – HCV NS3 helicase inhibition | NS3 helicase DNA unwinding, Cy5 molecular beacon fluorescence | inhibition, % at 10.9 µM | actives 0.56% (n = 290,000);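 active = inhibition above the mean of all tested compounds plus 3 SD, set per campaign, cut at about 35% in these data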;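 also: 0% = DMSO wells and 100% = thioflavine S control wells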
#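 assay system = NS3 helicase fragment of HCV | buffer or medium = MOPS pH 6.5, MgCl2, DTT, Tween20, BSA | timing = 60 min unwinding reaction at 25 °C after ATP addition | signal = Cy5 beacon fluorescence read at start and 1 h | read-out basis = % inhibition of unwinding | control set = low DMSO, high thioflavine S at 110 µM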
# pCIP destab – lowers stability of the mouse p/CIP coactivator protein; Q05BA5; F442A p/CIP-EGFP cells, EGFP fluorescence, 16 h; actives 0.01% (n = 290,000); decrease of EGFP signal, % at 10 µM;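 active = EGFP signal decrease of at least 30% at 10 µM or well 3 SD below plate mean, unless failing retest; inactive = the rest, including hits failing retest or dose response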; also: some compounds called inactive have numbers as strong as hits; many of its hits are not listed in these tables
# IDE cell activ – IDE (human) activation, cell-based; P14735; HEK cells, FAbeta-B cleavage, fluorescence polarization; 0% vehicle, 100% cell-free pure enzyme wells; activation, % at 5.96 µM; actives 0.073% (n = 340,000);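 active = activation above the mean of all tested compounds plus 3 SD, set per screening campaign, cut at about 17% in these data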
# DNA FID counter – counter-screen for HCV NS3 helicase inhibitors: DNA intercalator displacement; DNA fluorescent intercalator displacement, fluorescence; inhibition, % at 7.9 µM; actives 0.17% (n = 290,000); in the data active = inhibition above about 37%;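 also: 0% = vehicle and 100% = reference compound; higher means more ethidium bromide displaced from hairpin DNA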
# VIM-2 inhibitor – blocks Pseudomonas aeruginosa VIM-2 metallo-beta-lactamase; purified VIM-2, nitrocefin hydrolysis, epi-absorbance fluorescence; inhibition, % at 5.6 µM; actives 0.89% (n = 290,000);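 active = inhibition above the mean of all tested compounds plus 3 SD, cutoff set per screening run, cut at about 7.5% in these data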;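 also: red hydrolysis product quenches plate fluorescence so inhibitors raise well fluorescence; 0% = enzyme with DMSO and 100% = DMSO without enzyme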
# * hit, by the source's call; x = not tested or not shown.
# Sample of the layout:
SMILES,M18AAP inhibitor,IDE cell inh,IMP-1 inhibitor,SUMO HTRF inh,NS3 helicase inh,pCIP destab,IDE cell activ,DNA FID counter,VIM-2 inhibitor
COc1cc2c(C(=O)N3CCN(c4cccc(Cl)c4)CC3)cn(C)c(=O)c2cc1OC,1,3,-3.3,9,-2,-12,-6,-15,-1.5
CCc1ccc(NC(=O)C2CCN(S(=O)(=O)c3ccc4c(c3)NC(=O)C(C)S4)CC2)cc1 (configuration not stated),6,8,-2.1,-2,0,-12,-6,-42,-2.9
COc1ccc2[nH]c(=O)c(CN(C(=O)c3cccnc3)c3ccc(C)cc3C)cc2c1,-1,2,-0.6,10,1,-15,-1,-34,-1.6

# All compounds of this part, repeating the preview:
SMILES,M18AAP inhibitor,IDE cell inh,IMP-1 inhibitor,SUMO HTRF inh,NS3 helicase inh,pCIP destab,IDE cell activ,DNA FID counter,VIM-2 inhibitor
COc1cc2c(C(=O)N3CCN(c4cccc(Cl)c4)CC3)cn(C)c(=O)c2cc1OC,1,3,-3.3,9,-2,-12,-6,-15,-1.5
CCc1ccc(NC(=O)C2CCN(S(=O)(=O)c3ccc4c(c3)NC(=O)C(C)S4)CC2)cc1 (configuration not stated),6,8,-2.1,-2,0,-12,-6,-42,-2.9
COc1ccc2[nH]c(=O)c(CN(C(=O)c3cccnc3)c3ccc(C)cc3C)cc2c1,-1,2,-0.6,10,1,-15,-1,-34,-1.6
COc1ccc(CCNC(=O)c2c(C)noc2C)cc1,2,-1,0.1,29,-2,-1,2,-3,-1.5
Cc1ccc(NC(=O)COC(=O)CCc2ccccc2)c(Cl)c1,-3,4,-1.6,2,0,3,-3,-23,-0.7
COc1ccc(/C=N/NS(=O)(=O)c2ccccc2)cc1OC,3,1,-3.9,8,2,-5,1,-5,-2.5
COc1ccc(NC(=O)c2ccc(S(=O)(=O)N(C)C)cc2)cc1,-2,2,-0.5,0,-9,-3,4,-4,-1.4
O=C(NCC1CCCO1)C1CC(c2ccccc2Cl)=NO1 (configuration not stated),6,-4,-1.4,16,3,-4,1,0,-2.3
NS(=O)(=O)c1ccc(CCNC2CC(=O)N(Cc3ccccc3)C2=O)cc1 (configuration not stated),-25,-2,-1.3,7,-3,8,3,-4,-3.4
O=C(NCCc1cccs1)C1CC(c2ccc([N+](=O)[O-])cc2)=NO1 (configuration not stated),4,-2,0.5,-2,12,-35,-2,2,1.1
CN(C)S(=O)(=O)c1cccc(NC(=O)Cc2ccc(-c3ccccc3)cc2)c1,3,7,2.1,-2,-26,1,-1,-18,-1.3
O=c1[nH]c(C2CCCN(S(=O)(=O)c3ccc(F)cc3)C2)nc2c1nnn2Cc1ccccc1 (configuration not stated),-1,0,-2.0,-3,6,-6,-1,1,-2.8
COc1cc(COc2ccc(-c3nnco3)cc2)ccc1OC(F)F,-3,-5,-2.8,5,7,3,-4,-11,-1.5
CCc1ccc2c(c1)C(c1cccs1)=NNC(c1cccnc1)=N2,-1,2,-2.6,-13,-12,-2,1,-8,-0.4
Cc1ccc(NC(=O)COC(=O)CCC(=O)c2ccc(C(C)(C)C)cc2)c([N+](=O)[O-])c1,-7,-1,-1.3,0,4,-17,2,-2,-1.5
Cc1occc1C(=O)NCCc1ccc(Cl)cc1,-23,-3,-3.4,12,1,-3,5,-24,-2.5
CC(C)C[C@@H](C(=O)NC1CC1)N1C(=O)N2CCc3c([nH]c4ccccc34)[C@@]2(C)C1=O,-2,6,-2.1,-1,5,0,-1,-32,-2.9
O=C(N/N=C/c1ccc2c(c1)OCO2)c1ccc2c(c1)OCO2,1,3,-3.2,17,5,2,2,-8,-3.7
Cc1noc(C)c1N=Nc1ccc(Br)cc1C(=O)O,6,-1,-2.1,6,9,12,4,-7,0.4
Cc1ccc2[nH]c3c(c2c1)CCCC3NCCO (configuration not stated),-5,3,-4.9,-4,-8,8,6,5,-2.0
COC(=O)CSc1nnc(CSc2nc(C)cc(C)n2)o1,-3,0,-2.5,-8,-7,0,1,-2,-3.2
CC(NS(=O)(=O)c1ccc(OCC(=O)Nc2cccc([N+](=O)[O-])c2)cc1)c1ccccc1 (configuration not stated),-12,10,-3.4,-9,-12,-10,3,0,-2.8
O=C(CN1C(=O)NC2(CCCCC2)C1=O)NCCc1c[nH]c2ccccc12,0,2,-2.8,-7,9,-8,-1,-5,-0.1
CN1C(=O)Cc2cc(S(=O)(=O)NCc3cccs3)ccc21,-2,3,-1.4,13,1,2,6,-4,-2.2
O=C(Nc1nonc1-c1ccc(Cl)cc1)c1ccco1,-4,3,-0.9,7,32,1,5,-12,-2.6
Cc1cc(C)c(S(=O)(=O)n2ccc3ccccc32)c(C)c1,-3,4,-1.3,-14,-9,3,5,-1,-1.2
O=C(COC(=O)c1ccc(Cl)nc1)Nc1ccc2c(c1)OCO2,3,-4,-2.6,4,-4,10,0,-18,-1.9
CN(C(=O)CSc1nc2ccc([N+](=O)[O-])cc2s1)C1CCS(=O)(=O)C1 (configuration not stated),-1,4,-1.6,9,-8,-1,3,-4,-0.3
CC(/C=N/n1c(COc2ccccc2)n[nH]c1=S)=C\c1ccco1,24,1,-2.4,4,27,2,6,-19,-1.7
O=C(Cc1ncc(C(F)(F)F)cc1Cl)NC1CC1,3,11,0.0,1,3,5,8,-4,-1.7
Cc1ccccc1COC(=O)CCC1=NS(=O)(=O)c2ccccc2N1,1,4,-0.8,x,-4,4,3,-6,-5.3
COCc1ccc(C(=O)NC2CCCc3c2cnn3-c2cc(C)cc(C)c2)s1 (configuration not stated),2,x,0.7,-11,-15,-8,2,-37,-0.8
CCOC(=O)C1CCN(C(=O)Cn2cc(C(=O)OC)c3ccccc32)CC1,1,2,-1.5,5,1,-3,7,-21,-1.1
O=[N+]([O-])c1ccc(C(=S)N2CCN(Cc3ccccc3)CC2)cc1,3,0,-2.9,4,0,-12,1,1,-4.5
FC(F)(F)c1cnc(-c2cnc(-c3cccnc3)nc2)c(Cl)c1,-3,8,-4.0,10,8,-4,-1,-3,-3.5
Cc1oc2c(cc(NS(=O)(=O)c3ccc4c5c(cccc35)C(=O)N4)c3ccccc32)c1C(=O)OC(C)C,4,0,3.7,32,4,-6,4,1,-0.1
CCN(Cc1ccccc1)S(=O)(=O)c1c[nH]c(C(=O)OC)c1,0,-1,-1.8,-3,-1,2,4,-10,-0.9
CCN1/C(=C/c2ccc3cc(C)ccc3[n+]2CC)Sc2ccccc21,49*,91*,0.3,-18,-24,-405,-58,0,1.6
CN(C)CCCNC(=O)/C=C/c1ccc(OCc2c(F)cccc2Cl)cc1,-1,5,-1.5,8,-74,-2,-6,23,7.2
COc1cccc(/C=C/C(=O)Nc2ccccc2N2CCOCC2)c1,-12,-3,-0.6,17,6,24,3,-26,2.3
CCN(CC(=O)Nc1ccc2c(c1)OCCO2)C(=O)COc1ccc(C)cc1,-1,6,0.3,9,-5,9,0,-24,-0.2
Cc1nc(SCC(=O)N2CCCCC2)c2c(C)c(C)sc2n1,1,5,-1.4,-1,-2,-8,-2,-31,6.5
N#Cc1cccc(NC(=O)c2nc(-c3ccccc3)n(-c3ccccc3)n2)c1,1,2,-1.6,7,-28,2,0,-18,0.2
CCCn1nc2cc(C(=O)NCCCCc3ccccc3)ccc2c1OCC,-9,2,-2.4,13,-8,-8,1,-23,-2.0
O=C(Cc1csc(Nc2nc(=S)[nH]c3ccccc23)n1)NCCCN1CCN(c2ccccc2F)CC1,16,2,-2.6,4,-89,2,1,15,-1.9
Cc1cc(C(=O)Nc2ccccc2C(=O)O)ccc1NC(=O)COc1ccccc1Cl,5,1,-0.8,45,-4,2,0,-28,-1.3
O=C(Nc1c(-c2ccc(F)cc2)nc2ccccn12)c1ccc(F)cc1,0,1,-1.8,5,-2,-15,-1,-4,-2.4
COc1ccc(OC)c(NC(=O)CCN2CCN(C)CC2)c1,-9,4,-3.7,9,31,-12,-1,1,-1.1
CCCn1c(SCC(=O)Nc2cccc(S(=O)(=O)N(C)C)c2)nc2ccccc2c1=O,-1,2,-1.5,2,0,2,-2,-27,2.0
COCCCN1CCN(C2Cc3ccccc3Sc3ccc(Cl)cc32)CC1 (configuration not stated),3,0,-2.8,-24,-81,-4,-2,27,-2.2
CN(C(=O)Cn1nc(Cl)ccc1=O)C1CCCN(Cc2ccccc2F)C1 (configuration not stated),-14,-3,-2.2,8,1,-7,4,-7,0.1
Cc1cc(-c2ccccc2)nc2cc(C(N)=O)nn12,-3,-4,-2.3,25,3,1,-5,-4,-1.4
COc1cc(Cl)c(C)cc1NC(=O)COC(=O)c1cnc(C)cn1,1,6,-4.1,-3,-1,11,-2,1,-3.1
CC(CNC(=S)Nc1cc(F)cc(F)c1)CSc1ccc(Cl)cc1 (configuration not stated),3,-2,-3.0,0,6,-12,5,-10,-3.9
O=C(C[n+]1cc(Br)cc(Br)c1)c1ccccc1,-2,2,-1.0,-17,9,4,0,5,-1.4
CCN(CC)C(c1ccc(F)cc1)c1nnnn1CC1CCCO1 (configuration not stated),-1,1,-2.4,-6,-3,5,3,-2,-2.0
O=C(N/N=C/c1c(F)cccc1Cl)C1CC1,-5,-4,-2.0,11,5,-5,1,-4,-0.9
COC(=O)c1ccc(N2CCOCC2)c(F)c1,11,4,-2.1,16,5,-3,2,-1,-1.8
CS(=O)(=O)N(CC(=O)N1CCCC1)Cc1ccc(Cl)c(Cl)c1,0,1,-0.1,1,-5,-4,-3,-17,-3.1
COc1cccc(OC)c1C(=O)Nc1ccc(N2CCN(S(C)(=O)=O)CC2)cc1,2,6,0.4,-1,-9,8,-1,-7,-1.6
# The listing continues:
SMILES,M18AAP inhibitor,IDE cell inh,IMP-1 inhibitor,SUMO HTRF inh,NS3 helicase inh,pCIP destab,IDE cell activ,DNA FID counter,VIM-2 inhibitor
Cc1nnc2sc(-c3ccco3)nn12,1,1,-6.0,-16,1,-12,1,-1,-2.3
CCc1nnc(NC(=O)CSc2ccc(-c3ccccc3OC)nn2)s1,2,-3,-4.9,3,0,7,3,-17,-3.4
O=C(Oc1cccc2cccnc12)c1ccc(N2C(=O)C3C4CCC(C4)C3C2=O)cc1 (configuration not stated),-5,8,-3.9,2,-20,-25,7,-3,-3.2
CCCCCCNC(=O)c1c(N)n(/N=C/c2ccco2)c2nc3ccccc3nc12,2,x,-4.5,x,24,x,x,-6,0.8
CC1=CC(C)(C)N(S(=O)(=O)c2ccc(F)cc2)c2ccccc21,-1,5,-5.5,4,1,-7,9,-10,-4.5
COc1ccc(-n2nc(C(=O)Nc3ccc4c(c3)OCO4)c3ccccc3c2=O)cc1,-7,-2,-1.6,13,5,-6,5,0,0.4
On1c(-c2ccco2)nc2c1CCc1nonc1-2,1,-3,-2.1,17,16,-3,-3,-5,-3.3
O=C(O)c1ccc(C(=O)Nc2cccc3ccccc23)c(C(=O)O)c1,7,x,-1.1,76,13,10,-7,6,5.4
O=C(NCc1ccco1)c1ccc(COCC(F)(F)C(F)F)cc1,-3,-1,0.7,-17,3,5,-3,5,-0.8
Cc1ccccc1OCc1nc(C#N)c(N2CCCC2)o1,-1,3,-2.3,-11,-3,-15,-5,-2,0.4

# Screens as filed in PubChem BioAssay.
